Bioassay records deposited in PubChem BioAssay by National Center for Advancing Translational Sciences (NCATS).
Vif-APOBEC3G blk: blocks the Vif interaction with human APOBEC3G; Q9HC16; HeLa A3G-eYFP + Vif (tagged APOBEC3G with the HIV-1 protein that degrades it), YFP fluorescence, overnight; Potency, µM (series often up to 46.1 µM), for the others: at the highest dose activity, negative = active, hits mostly inhibitors; 0.076% of 410,000 active; AID 602310;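 further: potency means the concentration at half of the fitted maximal effect; on the % scale 0 is the no-effect control and ±100 the full control effect; nearly all actives have a fitted effect of over 60% in size; hits raise eYFP signal because A3G escapes Vif-driven loss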
Target sequence (Q9HC16 whole entry, looked up): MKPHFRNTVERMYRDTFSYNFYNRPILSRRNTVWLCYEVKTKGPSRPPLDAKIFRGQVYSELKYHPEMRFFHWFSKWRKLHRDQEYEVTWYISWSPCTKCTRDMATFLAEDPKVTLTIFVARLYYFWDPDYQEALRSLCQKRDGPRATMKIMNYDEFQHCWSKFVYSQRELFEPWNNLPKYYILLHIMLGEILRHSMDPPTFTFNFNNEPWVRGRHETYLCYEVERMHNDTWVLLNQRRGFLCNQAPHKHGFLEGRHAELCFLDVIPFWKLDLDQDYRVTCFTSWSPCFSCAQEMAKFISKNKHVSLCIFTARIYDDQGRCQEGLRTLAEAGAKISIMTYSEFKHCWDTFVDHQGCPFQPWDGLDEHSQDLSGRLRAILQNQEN
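Read-out is eYFP fluorescence (Ex 488/Em 500-530) from Vif-expressing HeLa A3G-eYFP cells; more signal means A3G escaped Vif-mediated degradation. Cells plated overnight, compound pinned in, incubated overnight at 37 deg C.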
Vif-APOBEC3F blk: Vif-A3F binding inhibition | HeLa A3F-eYFP + Vif (tagged APOBEC3F with the HIV-1 protein that degrades it), YFP fluorescence increase | Potency, µM (top dose mostly 46.1 µM), for inactives: at the top dose activity, negative = active | 0.2% of 390,000 active | AID 602313; further: potency means the concentration at half of the fitted maximal effect; % of control where 0% means no effect; nearly all actives have a fitted effect of over 65% in size
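Fluorescence increase (Ex 488/Em 500-530) after overnight compound treatment at 37 deg C flags inhibition of Vif-driven A3F-eYFP loss in stable HeLa A3F-eYFP/Vif cells seeded overnight beforehand.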
12-LOX inh: ALOX12 (human) lipoxygenase inhibition | P18054 | purified 12hLO, xylenol orange hydroperoxide absorbance | Potency, µM (top dose mostly 108 µM), for the others: at the top dose activity change, negative = inhibition, actives largely listed as inhibitors | 1.1% of 580,000 active | AID 1671190; further: potency means the concentration at half of the fitted maximal effect; on the % scale 0 is the no-effect control and ±100 the full control effect
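Purified human 12hLO at 150 nM in 25 mM Hepes, 0.01% Triton X-100, pH 7.0, preincubated 15 min at room temperature with compound. Reaction started with 40 uM arachidonic acid, 30 min at room temperature. Hydroperoxide measured by Fe-xylenol orange, 573/405 nm absorbance ratio.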
Glioma ERSR ind: ER stress response induction in glioma; Potency, µM, inactives show top-dose activation, most hits filed as activators; U87-MG GRP78 promoter luciferase reporter, 16 h; AID 602332; 0.02% of 420,000 active; further: potency means the concentration at half of the fitted maximal effect; series mostly up to about 76 µM; % of control where 0% means no effect; nearly all actives have a fitted effect of over 35% in size
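Stably transfected U87-MG glioma cells carrying a GRP78-based luciferase sensor; 16 h compound incubation. Luminescence end-point read 10 min after Bright-Glo addition at room temperature.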
RGS4 inhibitor: human RGS4 inhibition | P49798 | Transcreener GDP fluorescence polarization, RGS4-accelerated GTP hydrolysis | Potency, µM (series often up to 114 µM), for inactives: at the top dose activity change, negative = inhibition, most hits filed as inhibitors | 0.039% of 390,000 active; further: potency means the concentration at half of the fitted maximal effect; on the % scale 0 is the no-effect control and ±100 the full control effect; nearly all actives have a fitted effect of over 75% in size; some results filed as inactive show a strong effect at the top dose
Target sequence (P49798 whole entry, looked up): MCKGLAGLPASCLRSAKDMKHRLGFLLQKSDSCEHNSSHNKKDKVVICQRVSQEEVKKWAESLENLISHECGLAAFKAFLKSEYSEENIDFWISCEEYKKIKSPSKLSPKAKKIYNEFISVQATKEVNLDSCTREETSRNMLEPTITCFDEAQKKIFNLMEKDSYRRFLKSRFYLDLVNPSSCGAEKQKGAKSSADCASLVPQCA
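MLSMR compounds (23 nl, pin-transferred) preincubated 10 min at room temperature with a 500nM (2x) first reagent, then RGS4 at 900nM (2x) plus Transcreener GDP mix added; fluorescence polarization (620/688 nm) read before and after 90 min at 30 °C.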
ERG-DNA inh: ERG Ets/DNA interaction inhibition; fluorescence polarization, His-ERG Ets domain / labelled DNA; Potency, µM (titrated, usually from 76.9 µM), inactives show at the highest dose FP activity, negative = inhibition, actives largely listed as inhibitors; 0.028% of 370,000 active; AID 624246; active means well fitted inhibition curve with a large enough effect in the polarisation, with a control signal flat; inconclusive means small, poorly fitted or top-dose-only effect, or effect the other way, or a change in a side signal; inactive means no such curve, though single readings can be large or run the other way; the % refers to the polarisation;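 further: polarization taken with two DNA probes labelled with fluorescein and Texas red; potency means the concentration at half of the fitted maximal effect; % of control where 0% means no effect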
Target sequence (P11308 whole entry, looked up, the tested form may be a part): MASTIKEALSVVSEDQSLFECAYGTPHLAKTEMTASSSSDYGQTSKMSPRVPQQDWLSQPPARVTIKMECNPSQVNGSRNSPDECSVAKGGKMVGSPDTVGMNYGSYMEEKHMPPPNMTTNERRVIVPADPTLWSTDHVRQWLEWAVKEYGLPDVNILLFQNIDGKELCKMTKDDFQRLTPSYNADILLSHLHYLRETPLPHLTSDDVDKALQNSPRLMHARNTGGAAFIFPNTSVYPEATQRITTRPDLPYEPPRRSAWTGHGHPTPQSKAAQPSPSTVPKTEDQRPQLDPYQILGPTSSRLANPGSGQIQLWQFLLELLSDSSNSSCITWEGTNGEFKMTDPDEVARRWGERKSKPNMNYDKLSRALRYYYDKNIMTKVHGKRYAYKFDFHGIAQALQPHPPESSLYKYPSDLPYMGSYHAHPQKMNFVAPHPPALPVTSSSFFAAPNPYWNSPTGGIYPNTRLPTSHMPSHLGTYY
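His-tagged ERG Ets domain (1 uM in the protein solution; 300mM KCl, 50mM Tris-HCl, 1mM EDTA, 1mM DTT, pH 7.5) received compound, then a probe mix of 5 nM fluorescein-DNA and 100nM Texas-615-DNA. Fluorescence polarization was read for both dyes.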
LDHA block: LDHA (human) enzyme inhibition; purified LDHA, NADH/diaphorase-resazurin fluorescence; stronger effect = lower value; activity change, % (values are at about 110 or 230 µM); 0.15% of 480,000 active; AID 1347041; in the data active means activity change below about -30%; inconclusive means mostly about -25% to -30%;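 further: plate controls were DMSO wells for no effect and wells without enzyme for full effect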
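Human LDH5 at 2 nM final in Tris HCl pH 7.4 with 0.06 mM NADH and 0.2 mM pyruvate, reacted 5 minutes at room temperature. Remaining NADH coupled via diaphorase/resazurin; resorufin fluorescence read at 0 and 20 minutes, normalized to enzyme-free and DMSO wells.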
D2 antagonist: antagonists of human D2 dopamine receptor. HEK293 TREx D2 cells, calcium flux, dopamine EC80. inhibition, % at 10 µM. 2% of 340,000 active. AID 485344; in the data active means inhibition above about 30%; further: 0% is about no effect
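In this primary screen, negative modulation is detected by tracking calcium flux after an EC80 dopamine challenge in inducible HEK293 T-REx D2 cells preexposed to test compound for 180 s.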
D2 agonist: D2 dopamine receptor (human) agonism; P14416; HEK293 T-REx D2 cells, calcium flux agonist mode; activation, % at 2 µM; 0.53% of 340,000 active; AID 485358;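 active means activation over 3 SD above normal in the single-dose calcium agonist read, cut at about 30% in these data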; further: 0% is about no effect
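HEK293 Trex D2 cells, tetracycline-induced, o/n 30 C 5% CO2; no-wash Ca dye, RT 30–90 min; 10-cycle baseline, 23 nl cpd added, kinetic Ca read 180 s; agonist hits = positive Ca response.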
Numbers without * were called inactive; i = inactive; ? = inconclusive; / = no result given; & = joins results of further samples; ! = repeats disagree; [ ] = dose if it differs, or a comment. Unless noted, the call rests on the fitted dose curve; in most records, active means well fitted curve in the direction sought with a large enough effect; inconclusive means small, poorly fitted or top-dose-only effect, or another doubt; inactive means no such curve, though single readings can be large; an effect the other way counts as inactive or inconclusive. Some of the compounds tested. The share of hits here may be higher or lower than overall.

SMILES	Vif-APOBEC3G blk	Vif-APOBEC3F blk	12-LOX inh	Glioma ERSR ind	RGS4 inhibitor	ERG-DNA inh	LDHA block	D2 antagonist	D2 agonist
CNc1nc(SC)nc2ccccc12	-4%	4%	1%	-3%	1%	12%	-6	6	-0.8
Cc1ccc(-n2c(=O)c3c(C)c(C)sc3n(Cc3ccc(F)cc3Cl)c2=O)cc1C	-1%	2%	6%	-2%	-3%	-10%	-4	/	0.5
Nc1c(C(=O)OCC(=O)Nc2ccccc2Br)[nH]c(=O)[nH]c1=O	0%	5%	-8%	2%	-49%	-4%	-4	/	/
Cc1ccc(C)c(OCC(=O)N/N=C\c2cccn2C)c1	0%	6%	26%	-2%	-2%	4%	-5	4	-0.1
COc1ccc(CC(=O)NC(=S)Nc2cccc(C)c2)cc1	-7%	?	0%	15%	?	2%	-1	/	/
O=C(Cc1ccccc1)Nc1ccc(NC(=O)C2CC2)nc1	3%	-6%	-23%	-1%	-41%	-6%	1	-5	0.5
CCc1ccc(CNCCNC(=O)c2ccco2)cc1	4%	7%	-20%	-1%	-22%	-8%	2	/	/
Nc1cc(Cl)ccc1Oc1ccccc1	-3%	-21%	-12%	1%	0%	1%	-3	-24	-0.5
Nc1no[n+]([O-])c1-c1ccccc1	0%	-9%	-20%	1%	15%	-4%	-10	-4	-1.2
Cc1ccc(C)c(NC(=S)N/N=C2\CCc3ccccc32)c1	-11%	4%	22µM*	5%	-13%	14%	0	-6	0.1
COc1cccc(C(=O)Nc2ccc3ccccc3c2)c1	-3%	-4%	0%	-8%	-45%	-4%	1	-4	-1.2
Cc1ccc2c(c1)C1CN(C)CCC1N2C(=O)c1ccccc1NS(=O)(=O)c1ccc(F)cc1 (configuration not stated)	2%	0%	-1%	-5%	1%	-10%	-3	-10	0.4
COc1cccc(NC(=O)CN(C)C(=O)[C@@H]2CCCN2C(=O)c2cccs2)c1	-1%	5%	27%	-3%	8%	7%	-3	/	/
CCCc1nn2c(C)c(-c3ccccc3)nc2s1	5%	-5%	-6%	-5%	-10%	4%	-1	/	1.6
CCOc1ccccc1NC(=O)Nn1cnnc1	-4%	2%	i	4%	6%	0%	-7	7	0.4
COc1ccc(-c2nc(CS(=O)CC(=O)NC3CCCCC3)c(C)o2)cc1 (configuration not stated)	-2%	-3%	-4%	2%	-11%	-4%	-2	3	0.9
CCOC(=O)Cc1cnc(NC(=O)CSc2nc(C)c(CC)c(=O)[nH]2)s1	-1%	-1%	-19%	-1%	-4%	5%	-5	11	-1.1
COc1cc(OC)cc(C(=O)NCC(=O)N2CCN(S(=O)(=O)c3ccccc3F)CC2)c1	-4%	1%	?	-3%	-20%	-11%	-2	/	/
CC(=O)Nc1ccc(CN2CCCC(C(=O)c3cccc(C(F)(F)F)c3)C2)cc1 (configuration not stated)	-10%	0%	-8%	-3%	10%	-4%	-5	-5	0.2
O=C(COc1coc(CN2CCN(c3ccc(F)cc3)CC2)cc1=O)NC1CCCC1	1%	-9%	-5%	-4%	-28%	0%	-3	10	0.0
O=C(NCCCN1CCC(Cc2ccccc2)CC1)C1CCC(=O)N1C1CCCC1 (configuration not stated)	1%	5%	-18%	-6%	-2%	15%	-6	0	-0.3
COc1ccccc1CNc1ccc(N2CCCCC2)cc1	0%	7%	/	0%	-33%	/	16	-12	1.7
O=C(NCc1ccccc1)NC1(C(=O)N2CCN(c3ccccc3)CC2)CCCCC1	1%	2%	-15%	-4%	-26%	-2%	-5	-8	1.0
CCOC(=O)C1=C(N)Oc2cc(O)ccc2C1c1ccc(Br)cc1 (configuration not stated)	-12%	-14%	25µM*!	-6%	24%	3%	-2&2	-2	0.5
CC(C)(C)NC(=O)CN(C(=O)c1ccc(CN2CCOCC2)o1)c1ccc2c(c1)OCCO2	2%	-11%	-14%	-1%	-6%	-9%	-1	0	0.5
CC(C)c1ccc(NC(=O)COc2nncc3ccccc23)cc1	-4%	0%	-17%	5%	32%	-4%	-8	12	-0.6
CCOc1ccc(NC(=O)COC(=O)CCN2C(=O)C3CC=CCC3C2=O)cc1OCC (configuration not stated)	0%	0%	28%	-7%	-22%	10%[15.4 µM]	1	-12	0.0
COCCCNC(=O)c1oc2c(c1C)-c1nn(Cc3ccc(Cl)cc3)cc1CC2	-19%	-1%	?	-3%	1%	-5%	16	/	0.3
COc1ccc(C)cc1NC(=O)C1CCN(S(C)(=O)=O)CC1	5%	-12%	0%	-4%	4%	-4%	-5	-1	2.5
CCOC(=O)c1c[nH]n(-c2ccc(C)cc2)c1=O	2%	4%	-4%	2%	-20%	-1%	-1	-11	1.5
CCOC(=O)C1CCN(C(=O)c2cccc(S(=O)(=O)Nc3ccc(C)cc3C)c2)CC1	1%	10%	1%	-4%	-14%	-15%	-8	-32	-0.4
COc1ccccc1CNC(=O)CCCc1nnc2n(CC(C)C)c(=O)c3sccc3n12	-3%	1%	-2%	2%	-16%	5%	0	/	2.0
CCN(C(=O)COC(=O)CNC(=O)c1ccc2ccccc2c1)c1c(N)n(Cc2ccccc2)c(=O)[nH]c1=O	-1%	-27%	2%	2%	-5%	18%[15.4 µM]	-9	/	/
COc1cccc(NC(=O)C(=O)NCCc2csc(-c3ccc(C(F)(F)F)cc3)n2)c1	-3%	-11%	0%	1%	2%	-2%	1	/	0.2
CC(C)c1ccc(CC(C)C2C3=C(CCCC3=O)OC3=C2C(=O)CCC3)cc1 (configuration not stated)	0%	1%	0%	-5%	-29%	-5%	1	11	0.3
CC(=O)c1cccc(-n2c(=O)c3c4c(sc3n(Cc3cccc(C)c3)c2=O)CN(C(C)=O)CC4)c1	-2%	0%	0%	-3%	-9%	9%	3	/	-0.5
Cn1c(=O)[nH]c(=O)c2c1nc(N1CCCCCC1)n2CCN1CCCCCC1	-4%	-3%	?	-5%	-1%[56.9 µM]	1%	-1	40*	0.6
CCc1ccc(CCC(=O)N2CCN(S(=O)(=O)c3ccc(Br)cc3)CC2)cc1	0%	4%	?	-3%	/	/	-1	/	/
Cn1c(C(=O)OC(C(=O)NC2CCCCC2)c2ccncc2)cc2sccc21 (configuration not stated)	-13%	-1%	?	-2%	-7%	-7%	-11	-13	-1.1
Cc1ccc(OCc2ccc(C(=O)N3CCCC3)o2)cc1C	1%	4%	-10%	9%	13%	-3%	-4	-3	-0.2

Record cards (already shown):
CCOc1ccc(NC(=O)COC(=O)CCN2C(=O)C3CC=CCC3C2=O)cc1OCC (configuration not stated) in the list: Vif-APOBEC3G blk = 0%; Vif-APOBEC3F blk = 0%; 12-LOX inh = 28%; Glioma ERSR ind = -7%; RGS4 inhibitor = -22%; ERG-DNA inh = 10%[15.4 µM]; LDHA block = 1; D2 antagonist = -12; D2 agonist = 0.0
Cc1ccc(C)c(NC(=S)N/N=C2\CCc3ccccc32)c1 in the list: Vif-APOBEC3G blk = -11%; Vif-APOBEC3F blk = 4%; 12-LOX inh = 22µM*; Glioma ERSR ind = 5%; RGS4 inhibitor = -13%; ERG-DNA inh = 14%; LDHA block = 0; D2 antagonist = -6; D2 agonist = 0.1

The list goes on:
SMILES	Vif-APOBEC3G blk	Vif-APOBEC3F blk	12-LOX inh	Glioma ERSR ind	RGS4 inhibitor	ERG-DNA inh	LDHA block	D2 antagonist	D2 agonist
Cc1ccc(NC(=O)Nc2ccc3c(c2)CCC3)cc1C	-11%	10%	0%	1%	-2%	16%	1	-3	-0.5
COc1ccc(-c2noc(-c3ccc(NC4CCCC4)c([N+](=O)[O-])c3)n2)cc1OC	6%	-4%	-20%	-3%	-11%	3%	1	/	0.7
O=C(N/N=C/c1cccc(OCC(=O)N2CCCC2)c1)C(=O)Nc1ccccc1F	-4%	-9%	0%	-5%	-18%	18%	-7	2	-1.3
Cc1cc(C)c(NC(=O)c2sc3nc4c(cc3c2N)C(=O)CC(C)(C)C4)c(C)c1	-11%	0%	-14%	-3%	-6%	-1%	-1	5	44*

In the list so far, 7 contain fluorine:
SMILES	Vif-APOBEC3G blk	Vif-APOBEC3F blk	12-LOX inh	Glioma ERSR ind	RGS4 inhibitor	ERG-DNA inh	LDHA block	D2 antagonist	D2 agonist
Cc1ccc(-n2c(=O)c3c(C)c(C)sc3n(Cc3ccc(F)cc3Cl)c2=O)cc1C	-1%	2%	6%	-2%	-3%	-10%	-4	/	0.5
Cc1ccc2c(c1)C1CN(C)CCC1N2C(=O)c1ccccc1NS(=O)(=O)c1ccc(F)cc1 (configuration not stated)	2%	0%	-1%	-5%	1%	-10%	-3	-10	0.4
COc1cc(OC)cc(C(=O)NCC(=O)N2CCN(S(=O)(=O)c3ccccc3F)CC2)c1	-4%	1%	?	-3%	-20%	-11%	-2	/	/
CC(=O)Nc1ccc(CN2CCCC(C(=O)c3cccc(C(F)(F)F)c3)C2)cc1 (configuration not stated)	-10%	0%	-8%	-3%	10%	-4%	-5	-5	0.2
O=C(COc1coc(CN2CCN(c3ccc(F)cc3)CC2)cc1=O)NC1CCCC1	1%	-9%	-5%	-4%	-28%	0%	-3	10	0.0
COc1cccc(NC(=O)C(=O)NCCc2csc(-c3ccc(C(F)(F)F)cc3)n2)c1	-3%	-11%	0%	1%	2%	-2%	1	/	0.2
O=C(N/N=C/c1cccc(OCC(=O)N2CCCC2)c1)C(=O)Nc1ccccc1F	-4%	-9%	0%	-5%	-18%	18%	-7	2	-1.3
